FBW7 activator: human FBW7 E3 ligase activation, primary screen | Q969H0 | AlphaScreen FBW7–phospho-cyclin E peptide binding, activator screen | normalized activity (activation), % at 26.1 µM | hit rate 0.13% among 650,000; in the data active means normalized activity above about 1.9%;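 further: purified mutant Fbw7 with reduced substrate affinity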
MITF inh: inhibitors of human MITF; O75030; AlphaScreen MITF homodimerization, bead proximity signal; inhibition, % at 2.6 µM; hit rate 0.91% among 650,000; in the data active means inhibition above about 50%;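 further: 0% = vehicle wells with protein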
Target sequence (O75030 whole entry, looked up): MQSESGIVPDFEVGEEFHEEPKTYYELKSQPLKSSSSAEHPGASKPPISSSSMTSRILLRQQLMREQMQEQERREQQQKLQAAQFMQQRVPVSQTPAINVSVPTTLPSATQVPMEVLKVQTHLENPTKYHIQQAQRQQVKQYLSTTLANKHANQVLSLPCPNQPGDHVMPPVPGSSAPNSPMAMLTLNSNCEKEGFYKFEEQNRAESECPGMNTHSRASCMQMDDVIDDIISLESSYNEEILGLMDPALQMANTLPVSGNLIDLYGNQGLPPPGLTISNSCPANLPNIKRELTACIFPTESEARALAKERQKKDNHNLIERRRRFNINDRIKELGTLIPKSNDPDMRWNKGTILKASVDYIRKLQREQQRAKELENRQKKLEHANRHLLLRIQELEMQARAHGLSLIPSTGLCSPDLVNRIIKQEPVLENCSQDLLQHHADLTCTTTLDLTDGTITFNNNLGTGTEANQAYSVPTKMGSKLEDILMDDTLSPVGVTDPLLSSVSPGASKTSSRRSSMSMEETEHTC
GPR151 ag: human GPR151 activation | activation, % at 11.2 µM | PathHunter beta-arrestin GPR151 cells, luminescence | AID 1508602 | hit rate 1% among 650,000; in the data active means activation above about 4.9%;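 further: 0% = median of compound wells and 100% = cells with positive control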
Target sequence (Q8TDV0 whole entry, looked up): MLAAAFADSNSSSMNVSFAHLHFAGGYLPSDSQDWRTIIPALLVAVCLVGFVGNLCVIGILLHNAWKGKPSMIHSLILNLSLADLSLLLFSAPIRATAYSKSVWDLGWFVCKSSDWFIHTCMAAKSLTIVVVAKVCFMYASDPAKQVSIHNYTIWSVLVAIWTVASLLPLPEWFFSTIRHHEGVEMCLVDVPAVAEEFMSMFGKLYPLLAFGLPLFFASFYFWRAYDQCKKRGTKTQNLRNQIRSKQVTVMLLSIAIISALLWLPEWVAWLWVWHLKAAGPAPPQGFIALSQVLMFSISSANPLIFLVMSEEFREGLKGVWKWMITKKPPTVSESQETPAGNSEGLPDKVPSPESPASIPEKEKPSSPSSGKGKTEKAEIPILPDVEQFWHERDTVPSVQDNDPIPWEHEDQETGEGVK
TEAD-YAP block: TEAD-YAP interaction inhibition | AID 1259422 | HEK-TIYL cells, TEAD-Gal4/YAP UAS-luciferase luminescence | hit rate 1.4% among 640,000 | inhibition, % at 9.12 µM; in the data active means inhibition above about 32%;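 further: 0% = median of test compound wells and 100% = reference inhibitor wells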
* hit, by the source's call.

Compound	FBW7 activator	MITF inh	GPR151 ag	TEAD-YAP block
OCCn1c2ccccc2c2ccccc21	0.0	-3	2.5	-5
CCCn1nnc(NC(=O)COc2ccc(Cl)cc2)n1	0.0	1	0.2	9
Cc1ccc2c(c1)-c1nc3ccccc3cc1/C2=C\c1ccc(Br)cc1	0.1	11	-0.7	-5
Cc1cc(C)cc(NC(=O)COc2ccc(C)c(C)c2)c1	-0.2	3	-1.0	-3
O=C(O)CCn1c(=S)[nH]c2c(sc3ccccc32)c1=O	-0.2	-3	1.2	1
COC(=O)/C(=C\c1ccc([N+](=O)[O-])o1)NC(=O)c1ccccc1	-0.1	17	0.0	2
CCOC(=O)c1c(NC(=O)Cn2nc([N+](=O)[O-])c(Br)c2C)sc2c1CCC(C)C2 (stereo unspecified)	-0.1	-6	2.1	7
O=[N+]([O-])c1ccc(-c2nsc3c(N4CCCC4)ncnc23)cc1	-0.1	18	0.6	-25
FC(F)(F)c1cccc(N2CCN(c3nc4ccccc4n4cnnc34)CC2)c1	-0.1	3	0.7	7
CCOc1ccc(NC(=O)C(=O)NCCOC)cc1	0.7	0	-2.9	0
c1ccc(N=c2scc(-c3ccccc3)n2Cc2ccco2)cc1	-0.3	14	-1.3	-27
COc1ccc(/C=C(/NC(=O)c2ccc(C)cc2)C(=O)O)c(OC)c1	-0.1	-2	5.3*	-3

(list continues)
Compound	FBW7 activator	MITF inh	GPR151 ag	TEAD-YAP block
CC(CCc1ccccc1)NC(=O)COC(=O)CC1CC2CCC1C2 (stereo unspecified)	-0.2	-5	-0.3	25
COc1ccc(-c2nnnn2C(C)C)cc1	-0.1	-4	-0.3	16
Cc1cccc(CS(=O)(=O)CC2Nc3ccc(C(=O)N4CCc5ccccc5C4)cc3NC2=O)c1 (stereo unspecified)	1.7	11	0.0	5
CCCN1C(=O)c2ccccc2NC1c1ccc(C)cc1 (stereo unspecified)	0.0	1	-0.6	7
O=C(CCN1C(=O)c2cccc3cccc(c23)C1=O)NCc1cccnc1	-0.1	9	-1.7	10
COc1cccc(NC(=O)N2CCC(c3ccccc3)C2)c1 (stereo unspecified)	-0.1	1	-1.9	-41
O=C(NCc1csc(-c2cccs2)n1)c1ccc2nsnc2c1	-0.2	-1	0.0	-4
CCOC(=O)c1cnc2ccc(OCC)cc2c1NCCC1=CCCCC1	0.0	-273	2.0	7
COc1ccc(C(=O)N(CC(C)C)c2nnc(-c3cccnc3)s2)c(OC)c1	0.0	14	-0.6	-14
Cc1cc(N)n(-c2cc(-c3ccccc3)c3ccccc3n2)n1	-0.1	-9	0.9	-1
O=C(Nc1ccccc1N1CCCC1)c1ccc(F)cc1	-0.1	-9	-0.2	0
CCOc1ccc(/C=C/C(=O)Nc2ccc3[nH]c(=O)[nH]c3c2)cc1	0.1	0	3.2	-1

Overlap with the part before: two compounds, followed by the next part.
Compound	FBW7 activator	MITF inh	GPR151 ag	TEAD-YAP block
O=C(Nc1ccccc1N1CCCC1)c1ccc(F)cc1	-0.1	-9	-0.2	0
CCOc1ccc(/C=C/C(=O)Nc2ccc3[nH]c(=O)[nH]c3c2)cc1	0.1	0	3.2	-1
COc1cc(/C=C(\C#N)c2nnc(NC(=O)c3ccccc3)s2)ccc1O	0.0	7	-1.1	-1
CCOC(=O)N1CCC(N(CCN(C)C)C(=S)Nc2ccc(OCC)cc2)CC1	-0.1	-7	1.8	2
OCCN1CCN(c2nc(N3CCCCC3)nc(N3CCCCC3)n2)CC1	0.1	-2	0.8	8
O=C1/C(=C\c2ccc(OCc3ccccc3F)cc2)SC(=Nc2ccc3c(c2)OCO3)N1c1ccc2c(c1)OCO2	0.1	10	1.9	0
COc1ccc(NC(=O)CC2C(=O)N(c3ccc(F)cc3)C(=O)N2CCC(C)C)cc1 (stereo unspecified)	0.2	17	0.2	5
CCCC(=O)N1CCC(c2nc(N3CCCC3)ncc2-c2cc(C)no2)CC1	1.2	3	0.4	-3
CCNC(=O)CC1C(=O)N(CC)C(=S)N1NC(=O)c1ccccc1 (stereo unspecified)	-0.1	-2	-0.3	-1
Cc1cc(C)n(-c2cc(NCCNS(=O)(=O)c3ccc(Cl)c(Cl)c3)nc(C)n2)n1	-0.1	3	-1.2	5
COc1cc(CN2CCC(CO)(CCOc3ccccc3)CC2)cc2c1OCO2	-0.2	7	-0.3	-5
COc1ccc(OCCOc2ccc(C=C3C(=O)NC(=O)NC3=O)cc2OC)cc1	-0.2	1	-1.3	8
COc1ccc(C(C)=O)cc1N1C(=O)C2C(C1=O)C1C=CC2C12CC2 (stereo unspecified)	0.1	0	3.2	7
CCCCc1ccc(/C=C2\C(=O)ON=C2c2ccccc2)s1	0.0	-6	-1.1	-2

4 entries drawn at random from those above:
Compound	FBW7 activator	MITF inh	GPR151 ag	TEAD-YAP block
Cc1cc(N)n(-c2cc(-c3ccccc3)c3ccccc3n2)n1	-0.1	-9	0.9	-1
CCOC(=O)c1cnc2ccc(OCC)cc2c1NCCC1=CCCCC1	0.0	-273	2.0	7
FC(F)(F)c1cccc(N2CCN(c3nc4ccccc4n4cnnc34)CC2)c1	-0.1	3	0.7	7
CCOc1ccc(/C=C/C(=O)Nc2ccc3[nH]c(=O)[nH]c3c2)cc1	0.1	0	3.2	-1

Further results
Compound	FBW7 activator	MITF inh	GPR151 ag	TEAD-YAP block
COc1ccc(-n2nc3ccc(O)cc3n2)cc1	0.0	4	-6.0	65*
Cc1c(Cl)cccc1NC(=O)CCCn1cnc([N+](=O)[O-])n1	0.8	13	-0.3	3
CC(NC(=O)c1ccccc1NC(=O)c1ccco1)C(=O)O (stereo unspecified)	1.7	13	-1.1	-13
COc1cc(/C=C2/SC(=Nc3ccccc3Cl)NC2=O)ccc1OCc1ccc([N+](=O)[O-])cc1	0.3	6	4.8	9
Cc1ccc2oc(-c3ccc(C)c(NC(=O)c4ccccc4C)c3)nc2c1	0.0	14	0.6	-2
CC1CCN(C(=O)CSc2ncccc2-c2nc3ccccc3[nH]2)CC1	0.3	-9	-1.6	49*
CC(C)NC(=O)CCn1c(=O)[nH]c2ccsc2c1=O	-0.1	-1	-0.5	2
CCOc1ccc(CN2CCc3nnc(C(CC(C)C)NC(C)=O)n3CC2)cc1 (stereo unspecified)	0.1	3	1.0	14
O=C(Nc1ccc(-c2ccc([N+](=O)[O-])cc2)cc1)c1ccccc1Cl	0.0	10	-1.7	-11
CC(NC(=O)c1ccc(F)cc1)c1ccc2c(c1)OCCO2 (stereo unspecified)	-0.2	5	0.2	-1
O=[N+]([O-])c1cc(SCc2ccco2)c2c(C3OCCS3)nn(-c3ccccc3)c2c1 (stereo unspecified)	-0.1	11	0.1	-20
O=C(C(O)c1ccc(Cl)cc1)N1CCN(c2ccc3[nH]ncc3c2)CC1 (stereo unspecified)	0.1	2	-1.2	2

One compound at a time, from the list above.
`O=[N+]([O-])c1cc(SCc2ccco2)c2c(C3OCCS3)nn(-c3ccccc3)c2c1` (stereo unspecified) across the screens: FBW7 activator = -0.1; MITF inh = 11; GPR151 ag = 0.1; TEAD-YAP block = -20
`CC(NC(=O)c1ccccc1NC(=O)c1ccco1)C(=O)O` (stereo unspecified) across the screens: FBW7 activator = 1.7; MITF inh = 13; GPR151 ag = -1.1; TEAD-YAP block = -13

More results follow.
Compound	FBW7 activator	MITF inh	GPR151 ag	TEAD-YAP block
O=C(NN=C1CCCCC1)c1ccncc1	0.6	11	-0.8	11
O=C(c1cccnc1)N(Cc1cc2cc3c(cc2nc1Cl)OCO3)C1CCCC1	0.1	-2	-0.4	10
COC(=O)c1c(C)nn2c(C(F)(F)F)cc(-c3ccc(Cl)cc3)nc12	0.7	2	-0.3	-4
N=C1/C(=C/c2cn(CCOc3ccc(Cl)cc3)c3ccccc23)C(=O)N=C2SC(C3CCCCC3)=NN12	0.2	-6	0.4	-6
CC(=O)NN(O)C1N(C)C(=O)N(Cc2ccccc2)C1(C)C (stereo unspecified)	0.0	-11	-0.6	-5
CCCn1cnc2sc(C(=O)Nc3cc([N+](=O)[O-])ccc3OC)c(C)c2c1=O	-0.1	2	-0.1	-1
OC1CCC(Nc2nc(NCc3ccccc3)c3ncn(Cc4ccc(C(F)(F)F)cc4)c3n2)CC1 (stereo unspecified)	0.0	-1	0.5	18
CCC(CC)NC(=O)COc1ncnc2ccc(Br)cc12	0.9	11	0.6	0
CC(C)N(CCNc1cc(N2CCOCC2)nc(N)n1)C(C)C	0.0	13	-0.7	-2
O=CC1=C2N=C(N3CCOCC3)c3ccccc3N2CCCC1	-0.2	3	0.8	1
CC(C)N(Cc1ccccc1)C(=O)Cn1ncn2cccc2c1=O	0.2	-13	0.3	-14
COc1ccccc1C(=O)Nc1c(C)[nH]c(=O)[nH]c1=O	0.0	-12	2.6	-5

Carrying on:
Compound	FBW7 activator	MITF inh	GPR151 ag	TEAD-YAP block
C=CCSc1nc2c(c(=O)[nH]c(=O)n2C)n1Cc1ccccc1Cl	0.1	4	0.6	-3
O=C(CSc1nc2ccccc2n1S(=O)(=O)c1cccc([N+](=O)[O-])c1)NCCc1ccccc1	0.0	-1	-0.6	-4
Cc1[nH]ncc1-c1ccc2nc(NC(=O)C3COc4ccc(F)cc4C3)sc2c1 (stereo unspecified)	0.9	36	-0.2	57*
CCCCN1C=NS(=O)(=O)c2ccccc21	0.0	-2	-1.3	-6
Cc1onc(-c2ccccc2)c1C(=O)Nc1sc(C)c(-c2ccccc2)c1C(N)=O	-0.2	-12	-0.6	-13
CCNc1ncc(C)c(NCc2cccc(C(F)(F)F)c2)n1	-0.2	-5	3.1	23
CCOC(=O)C1CCN(c2c(NCCCN(CC)Cc3ccccc3)c(=O)c2=O)CC1	0.0	9	0.3	4
C=C(C)CSc1nc2sc3c(c2c(=O)n1-c1ccccc1)CCN(CCc1ccccc1)C3	-0.1	4	0.2	1
COc1cc(OC)cc(-c2nc3ccccc3c(=O)n2OC(=O)c2ccc(Br)cc2)c1	-0.2	15	-1.2	4
O=C1N/C(=C/c2ccccc2F)C(=O)N1c1ccccc1	-0.1	-7	0.4	-35
CCOC(=O)c1[nH]nc(C(=O)c2ccccc2)c1-c1ccccc1	0.1	-22	-0.7	3
Cc1ccc(C(=O)N/C(=C\c2ccc3c(c2)OCO3)C(=O)Nc2ccc3ccccc3c2)cc1C	0.1	8	-0.5	-6

The list goes on:
Compound	FBW7 activator	MITF inh	GPR151 ag	TEAD-YAP block
Cc1cnc(-c2c(C)noc2C)nc1NC1CC1	-0.2	-2	1.5	5
CCOC(=O)C1(CCCc2ccccc2)CCN(C(=O)CN2CCCCC2=O)CC1	-0.1	-5	0.1	5
O=C1CCC(=O)N1c1ccc(Oc2ccccc2)cc1	-0.1	-4	0.4	3
O=C(Nc1ccc(Cl)c(Cl)c1)c1cc(S(=O)(=O)N2CCN(c3ccccc3)CC2)ccc1F	0.2	20	0.6	12
O=C(CSc1nc2ccsc2c(=O)n1-c1cccc(Cl)c1Cl)NCC1CCCO1 (stereo unspecified)	0.3	9	1.1	11
COC(=O)c1cccc(NC(=O)c2sc3nc4c(C)cccc4cc3c2N)c1	0.1	21	-0.6	-12
CC1(C)CC(=O)C2=C(C1)N(c1sc3c(c1C#N)CCCCC3)C(N)=C(C#N)C2c1cccnc1 (stereo unspecified)	0.1	3	0.0	4
Cc1ccccc1-n1c(=S)sc2c1nc(SCC(=O)N1CCCC1)n1c3ccccc3nc21	0.2	11	-0.5	8
c1ccc(CNc2nc(Nc3ccc(N4CCOCC4)cc3)nc3c2ncn3C2CCCCC2)cc1	0.0	17	0.1	-5
COCCOC(=O)C1=C(C)Nc2[nH]c(=O)[nH]c(=O)c2C1c1ccsc1 (stereo unspecified)	0.1	-10	-0.4	6
C/C(=N\NC(=O)c1ccccc1)c1cccc(N)c1	-0.1	-7	-1.0	-54
OCc1ccc(-c2cnn3c(N4CCOCC4)ccnc23)cc1	0.1	20	1.1	42*

More compounds.
Compound	FBW7 activator	MITF inh	GPR151 ag	TEAD-YAP block
Cn1c(=O)c2ncn(CC(=O)N/N=C/c3ccccc3Cl)c2n(C)c1=O	0.2	-3	1.3	-1
NC(=O)N/N=C/c1ccc(OCC(O)Cn2c3ccccc3c3ccccc32)cc1 (stereo unspecified)	1.0	13	1.6	2
O=C(Nc1nnc(SCCN2CCCC2)s1)c1ccccc1	-0.1	5	-1.0	9
COc1cc(CN2Cc3cc(C)ccc3OC(C)C2)cc(OC)c1O (stereo unspecified)	0.3	-3	-0.7	4
N/C(=N\O)c1c(-c2ccccc2)cc(-c2ccc(F)cc2)[nH]c1=O	0.2	3	2.3	0
Cc1noc(C)c1COc1ccc(C(=O)OCC(=O)c2ccc(Cl)s2)cc1	0.1	-1	-1.6	5
Cc1c(-c2cnn(C)c2)ccc2cnc(Nc3ccc(-n4cnc(N5CCOCC5)n4)cc3)nc12	0.1	14	1.8	29
O=C(N/N=C/c1cc(Br)ccc1O)c1ccc(Cl)cc1	0.1	12	0.6	15
COc1ccc(N=C2SC(C(=O)Nc3ccccc3OC)CC(=O)N2Cc2ccc3c(c2)OCO3)cc1 (stereo unspecified)	0.0	-5	0.8	4
O=C(NCCN1CCOCC1)C(Cc1ccccc1)NS(=O)(=O)c1ccc(Br)cc1 (stereo unspecified)	0.0	5	-1.7	-1
N#C/C(=C\Nc1cccc(C(F)(F)F)c1)C(=O)N1CCOCC1	-0.1	2	1.9	-4
CCN(c1ccccc1)S(=O)(=O)c1cc(C(=O)Nc2ccc(C(C)C)cc2)ccc1F	-0.1	-4	-1.0	12
C/C(=N\N=C1\NC(=O)C(CC(=O)Nc2ccc(Cl)cc2)S1)c1ccco1 (stereo unspecified)	-0.1	5	-1.6	1
COc1c(O)cccc1/C=C1/SC(=S)N(CCC(=O)O)C1=O	-0.1	8	-0.5	16
